Screening results deposited in PubChem BioAssay by NMMLSC.
VLA-4 inh: inhibition in a human VLA-4 binding assay | VLA-4 expressing cells, ligand binding flow cytometry | inhibition, % (about 7 µM as worked out from the volumes in the protocol) | 330,000 tested, 0.2% active | AID 2557; in the data active = inhibition above about 50%
Target sequence (P13612 whole entry, looked up): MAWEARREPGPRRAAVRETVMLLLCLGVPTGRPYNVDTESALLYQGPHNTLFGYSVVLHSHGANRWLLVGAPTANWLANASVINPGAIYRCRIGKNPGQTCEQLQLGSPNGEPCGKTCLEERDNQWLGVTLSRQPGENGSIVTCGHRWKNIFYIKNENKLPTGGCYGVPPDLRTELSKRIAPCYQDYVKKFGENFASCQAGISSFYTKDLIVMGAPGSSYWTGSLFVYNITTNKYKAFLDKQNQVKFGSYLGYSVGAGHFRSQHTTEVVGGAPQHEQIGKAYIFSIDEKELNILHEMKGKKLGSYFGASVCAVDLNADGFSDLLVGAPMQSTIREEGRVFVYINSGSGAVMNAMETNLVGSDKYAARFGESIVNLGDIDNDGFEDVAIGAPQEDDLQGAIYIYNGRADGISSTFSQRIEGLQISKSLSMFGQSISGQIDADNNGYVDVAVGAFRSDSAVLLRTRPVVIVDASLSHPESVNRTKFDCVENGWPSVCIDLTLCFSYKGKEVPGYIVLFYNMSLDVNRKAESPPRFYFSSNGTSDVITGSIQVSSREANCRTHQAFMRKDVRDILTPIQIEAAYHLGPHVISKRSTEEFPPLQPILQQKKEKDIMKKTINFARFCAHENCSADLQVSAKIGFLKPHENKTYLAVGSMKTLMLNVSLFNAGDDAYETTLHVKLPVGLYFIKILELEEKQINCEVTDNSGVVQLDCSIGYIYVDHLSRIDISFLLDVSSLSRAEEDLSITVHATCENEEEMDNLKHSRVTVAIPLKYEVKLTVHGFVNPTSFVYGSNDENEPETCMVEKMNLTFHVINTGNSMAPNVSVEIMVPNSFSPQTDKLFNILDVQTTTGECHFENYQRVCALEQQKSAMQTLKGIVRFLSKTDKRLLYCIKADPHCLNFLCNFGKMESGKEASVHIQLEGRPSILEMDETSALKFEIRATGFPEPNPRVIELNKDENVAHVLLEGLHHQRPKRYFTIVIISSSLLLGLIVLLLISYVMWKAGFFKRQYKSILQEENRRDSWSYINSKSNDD
LAP4 TOR yeast: alters LAP4-GFP fluorescence in TOR pathway yeast screen. S. cerevisiae LAP4-GFP multiplex, flow cytometry GFP, 3 h; median GFP as percent of DMSO wells. 320,000 tested, 0.34% active. GFP response vs DMSO, % at 10 µM. AID 2023;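 active = GFP response vs DMSO above a set limit, about the screen mean plus 3 SD, cut at about 150% in these data; inconclusive = under 70 cell events counted for the yeast strain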
RPL19A-GFP yeast: alters RPL19A-GFP fluorescence in TOR pathway yeast screen; percent response vs DMSO, % at 10 µM; S. cerevisiae RPL19A-GFP strain, flow cytometry, 3 h; active compounds read low; 330,000 tested, 0.3% active;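 active = percent response vs DMSO below 50%; inconclusive = fewer than 70 events counted for the yeast strain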;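 note: median channel GFP fluorescence of the barcoded RPL19A-GFP strain; ratio of sample median GFP to plate DMSO average so 100% = DMSO; lower means less RPL19A-GFP as with rapamycin TOR inhibition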
MEP2-GFP yeast: yeast TOR pathway MEP2-GFP modulation; S. cerevisiae MEP2-GFP strain, flow cytometry GFP, 3 h; 100% = DMSO control level; GFP response vs DMSO, % at 10 µM; 330,000 tested, 0.51% active; AID 2016;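 active = GFP response versus DMSO above a set limit, roughly screen mean plus 3 SD, cut at about 180% in these data; inconclusive = fewer than 70 cells counted for a yeast strain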;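 note: median GFP fluorescence of the barcode-gated MEP2-GFP cells per well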
CR mimetic SO: yeast age-related superoxide inhibition as caloric restriction mimetic | S. cerevisiae aged cells, superoxide DHE fluorescence; active compounds read low | superoxide response (% of plate mean), % at 10 µM | 330,000 tested, 0.18% active;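 active = superoxide response under a set limit, about three screen SD below normal, cut at about 65% in these data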;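 note: yeast aged for seven days with compound at 30 °C before DHE staining; 100% = average MFI of all compound-treated wells on the plate with controls excluded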
GRK2 inh: human GRK2 inhibition via aptamer displacement. bead flow cytometry, FAM-aptamer displacement from GRK2. inhibition of aptamer binding, % at 10 µM. 330,000 tested, 0.59% active;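 active = inhibition of aptamer binding above 40%, roughly 3 SD of noise, on plates passing a quality check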;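 note: median bead fluorescence of bound FAM aptamer so fluorescent compounds give negative values; no value below 0 was filed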
CIT2 TOR yeast: yeast TOR pathway CIT2-GFP modulation; 320,000 tested, 0.065% active; S. cerevisiae CIT2-GFP strain, flow cytometry, 3 h; 100 means same as DMSO wells; AID 2029; GFP response vs DMSO, % at 10 µM;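 active = GFP response relative to DMSO above a set limit, near the screen mean plus 3 SD, cut at about 150% in these data; inconclusive = Fewer than 70 cells measured for a yeast strain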;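 note: ratio of well median GFP fluorescence to mean of DMSO wells on the plate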
AGP1 TOR yeast: alters AGP1-GFP fluorescence in TOR pathway yeast screen; GFP response vs DMSO, % at 10 µM; S. cerevisiae AGP1-GFP multiplex flow cytometry, 3 h; GFP as percent of DMSO wells; 320,000 tested, 0.02% active;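 active = GFP response relative to DMSO above a set limit, near screen average plus 3 SD, cut at about 150% in these data; inconclusive = fewer than 70 cells counted for the yeast strain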;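 note: median GFP channel fluorescence of the gated AGP1 strain per well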
Starred values were filed as active, the others as inactive; i = inactive; ? = inconclusive; . = not tested or not shown; [ ] = remark or other dose. Rows were taken by chance; any-hit rate near 1.7%.

SMILES	VLA-4 inh	LAP4 TOR yeast	RPL19A-GFP yeast	MEP2-GFP yeast	CR mimetic SO	GRK2 inh	CIT2 TOR yeast	AGP1 TOR yeast
COc1ccc(S(=O)(=O)N2CCOCC2)cc1NC(=O)c1ccc2c(c1)OCCO2	3	105	98	96	97	0	93	96
O=C(NCCN1CCCC1)C1CCC(=O)N(CCCN2CCOCC2)C1 (stereo not drawn)	7	95	101	101	103	0	92	95
CCc1cccc2c(C(=O)COC(=O)c3cnc(C)cn3)c[nH]c12	7	108	108	106	89	2	108	114
CCN(C(=O)COC(=O)c1cc(-c2ccccc2)nn1-c1ccccc1)C1CCS(=O)(=O)C1 (stereo not drawn)	-8	97	113	97	108	0	108	94
COc1ccc(CSc2nncn2N)cc1[N+](=O)[O-]	8	98	107	105	97	3	95	101
O=C1c2ccccc2C(=O)N1Cc1ccc2c(c1)OCO2	9	94	88	94	133	3	86	91
COC(=O)C1C(O)=C(C(C)=Nc2cccc3ccccc23)C(=O)CC1(C)C (stereo not drawn)	6	102	100	105	91	1	98	99
COCCNC(=O)/C(C#N)=C/C=C/c1ccccc1	3	100	100	100	100	29	95	102
COc1ccc(C(=O)NCC(=O)OCc2csc(-c3ccccc3)n2)cc1	25	92	105	106	99	5	94	98
O=C(O)CCCn1c(=O)c2cccn2c2ccc(F)cc21	8	94	107	109	93	0	100	101
Cc1cccc(Nc2nc(N)nc(CN3CCC(C(N)=O)CC3)n2)c1C	-1	84	88	97	107	2	86	85
CCOc1ccc(NC(=O)CC(NCc2ccccn2)C(=O)O)cc1 (stereo not drawn)	1	105	99	100	113	1	99	109
O=C(CCN1CCOCC1)NCc1ccccc1	6	93	108	95	103	0	109	104
N/C(=N\OC(=O)Oc1ccccc1)c1ccc([N+](=O)[O-])cc1	2	99	102	96	76	2	93	95
Cc1ccc(C)c(NC(=O)C(Sc2nncn2C)c2ccccc2)c1 (stereo not drawn)	-7	82	94	93	103	3	91	96
O=C(OC1CCOC1=O)C1CCN(S(=O)(=O)c2c(Cl)cccc2Cl)CC1 (stereo not drawn)	6	102	92	95	120	1	86	98
CCN1C2=NCCCN2c2cc(C)c(C)cc21	6	110	107	114	96	3	105	108
O=C(Nc1cccnc1)c1coc(=O)c2ccccc12	-3	97	102	100	93	2	103	101
CN(Cc1cnccn1)Cc1nc(Cc2cccc(F)c2)no1	7	94	104	108	102	2	97	99
CC(CC(=O)NCc1ccc(F)cc1)c1ccccc1 (stereo not drawn)	8	102	104	113	110	0	98	105
COC(=O)CN1C2=NCCCN2c2ccccc21	-4	86	94	93	102	0	96	94
CC(=O)/C(C#N)=C1\NC(=O)C(Cc2ccc(C)c(C)c2)S1 (stereo not drawn)	-4	92	92	94	106	0	98	.
CNc1c(-n2cc(C(=O)OC)c(C(=O)OC)c2C(=O)OC)c(=O)n(C)c(=O)n1C	5	100	111	107	92	0	108	102
COC(=O)c1cccc(NC(=O)CSc2nnc(COc3ccccc3)n2C)c1	-2	88	89	96	91	0	97	90
Cc1ccc(C(=O)NC(Cc2c[nH]c3ccccc23)C(=O)O)cc1 (stereo not drawn)	3	105	102	103	113	0	104	97

Ordered by value in GRK2 inh (high to low): three from the list above.
Structure | GRK2 inh
CCN1C2=NCCCN2c2cc(C)c(C)cc21 | 3
N/C(=N\OC(=O)Oc1ccccc1)c1ccc([N+](=O)[O-])cc1 | 2
O=C(O)CCCn1c(=O)c2cccn2c2ccc(F)cc21 | 0

(listing goes on)
SMILES	VLA-4 inh	LAP4 TOR yeast	RPL19A-GFP yeast	MEP2-GFP yeast	CR mimetic SO	GRK2 inh	CIT2 TOR yeast	AGP1 TOR yeast
O=C(O)c1cccc(-c2ccc(/C=C3/SC(=Nc4ccccc4)N(Cc4cccnc4)C3=O)o2)c1	5	107	102	139	106	6	102	96
COc1ccc(-n2c(CN3CCN(c4ccccn4)CC3)nc3ccc([N+](=O)[O-])cc3c2=O)c(OC)c1	0	103	95	94	117	2	96	101
CN(C)CCCOC(=O)c1ccc(Cl)cc1	9	103	100	103	i	1	95	101
Cc1ccc(C2(CCNCc3ccco3)CCOC(C(C)C)C2)cc1 (stereo not drawn)	-25	103	97	95	101	2	97	105
Nc1ccc(C(=O)N2CCCC2)cc1	10	92	99	97	101	2	.	98
COc1cc(C2C3=C(CC(C)(C)CC3=O)NC3=C2C(=O)c2ccccc23)ccc1O (stereo not drawn)	7	90	92	93	111	2	93	94
COc1ccccc1NC(=O)NN1CCCCC1	17	92	93	99	83	6	103	96
COc1ccc(C2CC(c3ccc(C)cc3)=NN2C(=O)c2ccccc2)cc1 (stereo not drawn)	-11	95	101	101	72	0	108	102
CC(=O)[C@@]1(O)CCC2C3CC[C@H]4C[C@@H](O)CC[C@]4(C)C3CC[C@@]21C (stereo partly drawn)	-7	98	97	93	105	0	98	94
OC(COc1ccccc1)CN1CCCCCC1 (stereo not drawn)	-4	97	96	95	95	0	93	101
COc1ccc2cc(/C=N/NC(=O)c3ccc(CN(c4cccc(Cl)c4Cl)S(C)(=O)=O)cc3)c(Cl)nc2c1	4	98	100	107	112	0	91	92
Cc1ccc(NC(=O)c2nc[nH]c2C(=O)NCCCCNC(=O)c2[nH]cnc2C(=O)Nc2ccc(C)cc2)cc1	4	93	95	95	101	4	96	95
CCOC(=O)c1cnc(-c2ccccc2)nc1Oc1ccccc1	0	99	102	99	91	0	103	105
CS(=O)(=O)c1ccc2nc(NC(=O)c3ccc(=O)[nH]c3)sc2c1	14	?	?	?	95	0	120[may fluoresce red]	?
CC(C)(C)n1nnnc1C(c1ccc(C#N)cc1)N1CCCC2(CCCCC2)C1 (stereo not drawn)	-2	103	98	97	84	0	99	96
Clc1ccccc1-c1nc(/C=N/N2CCOCC2)c2ccccn12	-1	105	103	95	99	2	90	103
O=C(NC1=NC2CCCCC2N1)c1ccccc1 (stereo not drawn)	32	112	104	100	102	0	108	.
COC(CSc1nc(N)c2c3c(sc2n1)CN(C)CC3)OC	-13	98	98	107	87	2	108	101
CCOC(=O)N1CCN(c2c(-c3ccc(C)cc3)c(=O)c2=O)CC1	3	102	111	125	88	4	119	121
COc1cc(NC(=O)C2CCN(S(=O)(=O)c3cccnc3)CC2)cc(OC)c1OC	5	98	101	98	96	2	104	107
O=C(NCCc1ccccc1)C1(S(=O)(=O)c2ccc(Cl)cc2)CC1	6	108	100	97	109	33	94	106
Cc1nn(-c2ccccc2)c2nc(-c3ccncc3)cc(C(=O)NCc3ccco3)c12	-3	104	96	99	97	4	92	93
CCC(C)(C(=O)NC1CCCCC1)N(C(=O)C1CCC(=O)N1)c1ccccc1 (stereo not drawn)	3	104	106	102	97	7	112	108
CC(=O)C1=NOC2C(=O)N(c3ccc(Cl)cc3)C(=O)C12 (stereo not drawn)	-4	92	101	103	103	2	102	102
CC(C)OC(=O)CC(=O)CSc1nc2c(c(-c3cccs3)c1C#N)CCC2	-11	98	104	102	101	6	101	98

More results
SMILES	VLA-4 inh	LAP4 TOR yeast	RPL19A-GFP yeast	MEP2-GFP yeast	CR mimetic SO	GRK2 inh	CIT2 TOR yeast	AGP1 TOR yeast
CCC(CC)c1nnc(NC(=O)CN2C(=O)c3ccccc3C2=O)s1	-2	98	96	98	107	14	94	93
COC(=O)c1ccccc1NC(=O)c1sc(Cl)nc1C	3	87	100	81	98	1	95	86
O=C(CCCN1C(=O)/C(=C\c2cccc(Br)c2)SC1=S)Nc1cccnc1	7	103	101	104	102	1	102	101
Cn1c(SCC(=O)Nc2ccccc2)nnc1-c1ccc2nonc2c1	1	101	93	95	104	1	90	102
CN1CCN(CC(=O)N2c3ccccc3C(=O)Nc3cccnc32)CC1	34	105	98	95	106	4	84	86
NC(=O)c1ccccc1OCC(=O)N1CCc2ccccc2C1	7	96	99	97	106	0	100	98
O=C(COC(=O)c1nsc(Cl)c1Cl)NC1CCCCC1	13	98	102	103	98	1	96	101
Cc1[nH]c2ccccc2c1Cc1n[nH]c(=S)n1C	1	96	105	102	95	6	87	104
CC(NC(=O)c1ccccc1)C(=O)N/N=C/c1ccc(O)cc1 (stereo not drawn)	7	91	103	101	109	1	107	102
O=C(Cc1c(O)c2ccccc2[nH]c1=O)NC1CCCCCC1	5	103	97	99	110	2	87	97
CCC(=O)NC(=S)Nc1ccc(S(=O)(=O)NC2CCCCC2)cc1	1	98	94	87	100	2	94	97
COc1cccc(C(=O)Nc2ccc(NC(=O)C3CC=CCC3C(=O)O)cc2)c1 (stereo not drawn)	-11	102	104	100	69	1	95	96
c1ccc2c(c1)sc1nnnn12	3	95	98	97	100	0	102	99
c1ccc2c3c([nH]c2c1)C(C1CCCCC1)N(Cc1ncc[nH]1)CC3 (stereo not drawn)	5	96	99	105	111	0	105	97

Three compounds from above, showing only CR mimetic SO, VLA-4 inh and MEP2-GFP yeast:
smiles	CR mimetic SO	VLA-4 inh	MEP2-GFP yeast
CCC(=O)NC(=S)Nc1ccc(S(=O)(=O)NC2CCCCC2)cc1	100	1	87
COc1cccc(C(=O)Nc2ccc(NC(=O)C3CC=CCC3C(=O)O)cc2)c1 (stereo not drawn)	69	-11	100
c1ccc2c(c1)sc1nnnn12	100	3	97

An excerpt from above in order of formula weight, low to high:
SMILES	VLA-4 inh	LAP4 TOR yeast	RPL19A-GFP yeast	MEP2-GFP yeast	CR mimetic SO	GRK2 inh	CIT2 TOR yeast	AGP1 TOR yeast
c1ccc2c(c1)sc1nnnn12	3	95	98	97	100	0	102	99
O=C(Cc1c(O)c2ccccc2[nH]c1=O)NC1CCCCCC1	5	103	97	99	110	2	87	97
CCC(CC)c1nnc(NC(=O)CN2C(=O)c3ccccc3C2=O)s1	-2	98	96	98	107	14	94	93

Shown comma-delimited: part of the list above
structure,VLA-4 inh,LAP4 TOR yeast,RPL19A-GFP yeast,MEP2-GFP yeast,CR mimetic SO,GRK2 inh,CIT2 TOR yeast,AGP1 TOR yeast
O=C(CCCN1C(=O)/C(=C\c2cccc(Br)c2)SC1=S)Nc1cccnc1,7,103,101,104,102,1,102,101
Cn1c(SCC(=O)Nc2ccccc2)nnc1-c1ccc2nonc2c1,1,101,93,95,104,1,90,102
CN1CCN(CC(=O)N2c3ccccc3C(=O)Nc3cccnc32)CC1,34,105,98,95,106,4,84,86
NC(=O)c1ccccc1OCC(=O)N1CCc2ccccc2C1,7,96,99,97,106,0,100,98
O=C(COC(=O)c1nsc(Cl)c1Cl)NC1CCCCC1,13,98,102,103,98,1,96,101
Cc1[nH]c2ccccc2c1Cc1n[nH]c(=S)n1C,1,96,105,102,95,6,87,104
CC(NC(=O)c1ccccc1)C(=O)N/N=C/c1ccc(O)cc1 (stereo not drawn),7,91,103,101,109,1,107,102
